Luc counter = blocks Kinase-Glo luciferase, a counter-screen artifact | Potency, µM (doses to about 38.3 µM), without a hit: top-dose activity change, negative = inhibition, most hits filed as inhibitors | Kinase-Glo luciferase, ATP luminescence, 8 min | 200,000 compounds, 0.28% hits | AID 1379 | Q27757; further: on the % scale 0 is the no-effect control and ±100 the full control effect; nearly all actives have a fitted effect of over 60% in size
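Substrate mix (final 50 mM imidazole pH 7.2, 50 mM KCl, 7 mM MgCl2, 10 uM ATP, 0.01% Tween 20, 0.05% BSA) plus pin-tool compound, then Kinase-Glo detection mix; 8 min ambient, luminescence read.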
RECQ1 inh = inhibitors of human RECQ1 DNA helicase; P46063; RECQ1 DNA unwinding, red fluorescence kinetic read; Potency, µM (doses to about 57.3 µM), inactives show top-dose activity, negative = inhibition, usual class: inhibitors; 240,000 compounds, 0.54% hits; AID 2549;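 further: plate controls were vehicle for no effect and no enzyme for full effect; nearly all actives have a fitted effect of over 30% in size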
Target sequence (P46063 whole entry, looked up): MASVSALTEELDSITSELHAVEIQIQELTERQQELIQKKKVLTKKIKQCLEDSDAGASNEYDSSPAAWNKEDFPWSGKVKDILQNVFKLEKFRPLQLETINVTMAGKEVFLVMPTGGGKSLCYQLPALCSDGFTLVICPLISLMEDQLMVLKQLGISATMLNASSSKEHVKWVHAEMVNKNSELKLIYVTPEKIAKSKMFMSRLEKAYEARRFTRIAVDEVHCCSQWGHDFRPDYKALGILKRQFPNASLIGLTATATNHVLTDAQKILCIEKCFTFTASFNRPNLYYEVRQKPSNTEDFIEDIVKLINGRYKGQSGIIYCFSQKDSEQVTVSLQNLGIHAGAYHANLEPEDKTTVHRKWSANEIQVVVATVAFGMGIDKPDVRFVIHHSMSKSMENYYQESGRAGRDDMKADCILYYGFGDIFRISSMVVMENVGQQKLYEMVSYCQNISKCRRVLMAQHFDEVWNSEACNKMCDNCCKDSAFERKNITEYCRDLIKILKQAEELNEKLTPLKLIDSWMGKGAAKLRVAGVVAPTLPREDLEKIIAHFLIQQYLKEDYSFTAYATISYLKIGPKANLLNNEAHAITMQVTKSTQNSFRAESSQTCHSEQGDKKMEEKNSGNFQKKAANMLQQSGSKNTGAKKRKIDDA
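RECQ1T1 50 nM; forked duplex (20 bp + 30-nt ss tails) 200 nM, ATP 2 mM final; pH 8.0, 2 mM MgCl2, 2.5 ug/ml poly(dI-dC); 15 min compound preincubation; discontinuous kinetic read over 2 h at RT.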
JMJD2E inh = inhibitors of human JMJD2E histone demethylase. JMJD2E catalytic domain, FDH-coupled NADH fluorescence (FDH is formaldehyde dehydrogenase). Potency, µM (doses to about 57.1 µM), for the others: top-dose activity change, negative = inhibition, hits mostly inhibitors. B2RXH2. AID 2147. 230,000 compounds, 1.6% hits; active means well fitted inhibition curve with a large enough effect, not every such curve was filed as active; inconclusive means small, poorly fitted or top-dose-only effect, or another doubt; inactive means no such curve, though single readings can be large or run the other way;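 further: 0% = wells with enzyme and -100% = buffer wells without enzyme; nearly all actives have a fitted effect of over 50% in size; many of its hits are not listed in these tables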
Target sequence (B2RXH2 1-337 limits assumed): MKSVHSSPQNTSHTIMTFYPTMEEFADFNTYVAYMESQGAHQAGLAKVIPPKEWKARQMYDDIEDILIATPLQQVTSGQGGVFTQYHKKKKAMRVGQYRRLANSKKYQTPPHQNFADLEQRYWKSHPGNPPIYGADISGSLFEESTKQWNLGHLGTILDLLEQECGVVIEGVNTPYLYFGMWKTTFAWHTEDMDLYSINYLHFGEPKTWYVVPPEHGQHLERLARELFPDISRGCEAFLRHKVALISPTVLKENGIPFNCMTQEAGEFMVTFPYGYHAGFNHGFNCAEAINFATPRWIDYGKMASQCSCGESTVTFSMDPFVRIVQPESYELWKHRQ
IMPase Li cell = membrane-permeable IMPase blocker, potentiated with lithium; CHO-M1 cells, IP1 TR-FRET (IP-One), carbachol + lithium; Potency, µM (highest dose often 59.4 µM), inactives show at the highest dose activity, negative = IMPase inhibition, hits mostly inhibitors; 210,000 compounds, 0.35% hits;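 further: IP1 builds up when IMPase is blocked and the TR-FRET signal falls; plate controls were basal vehicle for no effect and high inhibitor control for full effect; nearly all actives have a fitted effect of over 50% in size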
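Readout is a homogeneous TR-FRET IP1 immunoassay (Ex 320, Em 665 and 620), where raised cytosolic IP1 lowers signal. Cells were CHO-M1 treated 30 min at 37C with test compounds plus a little lithium; AC50 values came from Hill-equation fitting.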
NPSR antag = blocks cAMP signaling of the human neuropeptide S receptor; Q6W5P4; CHO-NPSR cells, cAMP TR-FRET, antagonist mode; Potency, µM (highest dose often 38.3 µM), without a hit: at the top dose activity change, negative = inhibition, hits mostly inhibitors; 220,000 compounds, 1% hits; AID 1461; further: on the % scale 0 is the no-effect control and ±100 the full control effect; nearly all actives have a fitted effect of over 50% in size; many of its hits are not listed in these tables
Epigenetic derep = regulators of epigenetic silencing causing reporter derepression in mouse cells. murine LDR cells, GFP reporter derepression, 30 h. Potency, µM (doses to about 53.9 µM), without a hit: top-dose GFP activation, most hits filed as activators. 280,000 compounds, 0.2% hits. AID 1865; further: % of control where 0% means no effect; nearly all actives have a fitted effect of over 60% in size
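Derepression of a silenced CMV-GFP reporter in murine LDR cells is scored by enumerating GFP-positive cells with a laser-scanning microplate cytometer after 30 hours of treatment at 37 C.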
SMN2 splice up = SMN2 splice variant enhancement. 210,000 compounds, 2.8% hits. AID 1458. HEK293 SMN2-luciferase splicing reporter, luminescence, 30-36 h. Potency, µM (top dose mostly 46.1 µM), for inactives: at the top dose activity change, positive = activation, actives largely listed as activators; further: % of control where 0% means no effect; nearly all actives have a fitted effect of over 55% in size
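HEK293 cells carry an SMN2 minigene-luciferase reporter in which exon 7 inclusion puts luciferase in frame. Cells were seeded at 2000 cells/well, attached for 10-12 hours, then exposed to compounds for 30-36 hours at 37C before ONE-Glo luminescence.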
RGS12 GoLoco inh = blocks human Gai1 binding to RGS12 GoLoco peptide, red readout; Potency, µM (highest dose often 61.6 µM), without a hit: top-dose activity, negative = inhibition, actives largely listed as inhibitors; 230,000 compounds, 0.44% hits; Gai1:RGS12 GoLoco peptide FP, rhodamine, 10 min; active means well fitted inhibition curve with a large enough effect, not every such curve was filed as active; inactive means no such curve, though single readings can be large or run the other way; further: on the % scale 0 is the no-effect control and ±100 the full control effect; nearly all actives have a fitted effect of over 30% in size; many of its hits are not listed in these tables
* = called active by the depositor; i = inactive; u = inconclusive; x = no result given; [ ] = another dose, or the depositor's remark. Unless noted, the call rests on the fitted dose curve; in most records, active means well fitted curve in the direction sought with a large enough effect; inconclusive means small, poorly fitted or top-dose-only effect, or another doubt; inactive means no such curve, though single readings can be large; an effect the other way counts as inactive or inconclusive. Potency means the concentration at half of the fitted maximal effect. A portion of the library; the hit share may differ from the screen's.

Fields – Luc counter, RECQ1 inh, JMJD2E inh, IMPase Li cell, NPSR antag, Epigenetic derep, SMN2 splice up, RGS12 GoLoco inh
O=C(CN1CCN(c2ccc(Cl)cc2)CC1)N1CCCC1
→ -1.8%, i, 16.4%, 8.2%[38.3 µM], -1.3%[46.1 µM], -3.6%, -37.6%[inhibitor], 1.8%
Fc1ccc(CN2CCN3CCCC3C2C2CCCCC2)cc1F (stereo unspecified)
→ -0.2%, i, 4.3%, 1.5%[38.3 µM], 0.4%[46.1 µM], -0.9%, -1.6%, 5.2%
CCOC(=O)c1cnc(SC)nc1Oc1cccc(NS(=O)(=O)c2ccc(Cl)cc2)c1
→ -0.4%, -7.7%, 4.3%, 7.9%, -0.9%[46.1 µM], -0.8%, -14.7%, -0.5%
C/C(=N\n1nnnc1Nc1ccccc1)c1ccc(N)cc1
→ -3.0%, -2.4%, -0.2%, -22.8%[38.3 µM], -8.1%[46.1 µM], 1.3%, 8.9%, 6.1%
CCOC(=O)C(=Cc1ccc(-n2ccnc2)cc1)C(=O)OCC
→ 2.5%, -5.5%, 11.2µM*, 3.1%, -37.1%, -1.4%, -116.5%[inhibitor], -2.6%
Cc1occc1C(=O)NNC(=S)NCc1ccccc1
→ 2.0%, -15.3%, 2.6%, 2.2%, 15.1%, -1.5%, -2.4%, -3.7%
O=C(NCC(c1cccs1)N1CCOCC1)c1ccccc1NS(=O)(=O)c1ccc(Cl)cc1 (stereo unspecified)
→ x, -6.0%, -24.9%, x, 7.0%[46.1 µM], -0.9%, x, x
O=C(OCC(=O)N1CCCC1)c1cccs1
→ -4.3%, i, 9.8%, -1.6%[38.3 µM], 13.1%[7.67 µM], 5.8%, 10.4%, 13.1%
CC(=O)n1cc(Nc2ccc([N+](=O)[O-])cc2)c2ccccc21
→ 2.8%, -7.1%, u, 4.0%, -32.5%, -1.2%, -6.6%, 5.3%
CCn1c(CC(=O)Nc2ccc(C)cc2)nnc1SCC(=O)NCc1ccccc1
→ -4.9%, -1.3%, -4.9%, 8.7%[38.3 µM], -14.9%[46.1 µM], -0.8%, -26.2%, 10.8%
CC(C)c1ccc(N2C(=O)/C(=C/N(C)C)SC2=S)cc1
→ x, 31.6µM*, -3.6%, x, -29.4%, -1.1%, x, -182.6%
CCC(=O)NCCc1nc2ccccc2[nH]1
→ -2.5%, -7.2%, 10.2%, 13.2%[38.3 µM], 8.7%[46.1 µM], -4.6%, u, -2.2%
Cn1c(CC2Sc3ccccc3NC2=O)nnc1SCC(=O)c1ccc(Cl)cc1 (stereo unspecified)
→ x, -8.3%, 2.5%, x, -17.8%, 3.2%, x, -0.7%
COc1ccccc1C(CCN(Cc1cccs1)C(C)=O)c1ccco1 (stereo unspecified)
→ x, u, 5.3%, x, u, 4.4%, x, x
Cc1[nH]nc(N=CC2=C(O)CC(C)(C)CC2=O)c1-c1ccc(Cl)cc1
→ -1.7%, -15.8%, 12.2%, 23.3%[38.3 µM], u, -1.6%, -7.4%, 4.0%
COc1ccc(S(=O)(=O)NCCC(=O)NCc2ccccc2)cc1
→ x, -8.6%, 6.3%, x, -5.2%[46.1 µM], -1.0%, x, x
Cc1c(NC(=S)NC(NC(=O)C(C)(C)C)C(Cl)(Cl)Cl)c(=O)n(-c2ccccc2)n1C (stereo unspecified)
→ -0.2%, -18.4%, -1.9%, -2.1%, 7.1%, -1.0%, -0.3%, -1.2%
CCOc1ccc(C(=O)C[n+]2ccccc2C)cc1
→ 4.1%, -3.7%, -3.3%, 2.5%, 21.9%, 1.0%, 1.1%, -3.9%
CCCn1c(=O)n(N)c2ccccc21
→ 0.0%, 0.6%, 8.4%, -1.1%, 6.6%, 2.1%, 0.6%, -8.3%
Cc1nc(SCc2ccccc2)c2ccsc2n1
→ -2.3%, i, 1.5%, 2.6%, -23.0%, 1.1%, -50.1%[inhibitor], 5.5%
CN(C)C(=O)c1c(-c2ccccc2)oc2ccc(O)cc12
→ 1.3%, i, u, -7.2%[38.3 µM], -14.2%[46.1 µM], 0.8%, -5.2%, 1.9%
Cc1c(CNCCC2=CCCCC2)c(C(=O)O)c(C)n1Cc1ccccc1
→ x, -0.5%, 4.1%, 3.3%, -20.2%, 2.4%, x, 0.9%
CC(C)CC(=O)NC(=S)Nc1ccc(F)cc1F
→ 2.5%, -14.4%, 2.7%, -9.8%, -33.0%, -5.7%, -16.0%, -2.6%
CCOC(=O)c1ccc(NC2c3ccccc3C(=O)N2c2ccc(C)cn2)cc1 (stereo unspecified)
→ -0.2%, -9.8%, -0.1%, -2.0%[38.3 µM], -20.7%[46.1 µM], -4.2%, 12.5%, 2.8%
CCc1ccc(OCc2nnc(SCC(=O)Nc3cccc(C(=O)N4CCOCC4)c3)o2)cc1
→ -2.4%, -2.8%, -4.0%, -1.0%, 6.5%, -6.1%, -1.8%, -9.9%
CCOc1ccc(NC(=S)N2CCc3cc(OC)c(OC)cc3C2COc2ccc3c(C)cc(=O)oc3c2)cc1 (stereo unspecified)
→ 7.0%, -4.7%, -1.2%, 1.0%, -5.5%, 1.0%, -6.3%, 0.7%
CCOc1ccc(OCC)c(-c2c(=O)n(OCc3ccc(Cl)cc3)c3ccccc3[n+]2[O-])c1
→ -2.0%, -25.0%, -2.8%, 20.2%[38.3 µM], -22.6%[46.1 µM], 0.0%, -11.5%, 12.0%
COc1ccc(OCCCn2cc(/C=C3/C(=N)N4C=C(C)SC4=NC3=O)c3ccccc32)cc1
→ -0.5%, -9.4%, -4.0%, -6.3%, -4.0%, 3.8%, -5.2%, 26.1%
COc1ccc(OC)c(NC(=O)Cc2coc3ccc(C)cc23)c1
→ 0.2%, -3.0%, -1.4%, 19.6%[38.3 µM], -13.0%[46.1 µM], 0.0%, 19.8%, 4.4%
CCO/N=C(\C)c1c(O)cc(C(C)C)n(-c2ccccc2)c1=O
→ -1.6%, -0.1%, 5.3%, 0.4%, 7.3%, 0.1%, 5.3%, 10.8%
CCOC(=O)N1CCN(CC(=O)Nc2ccc(F)c(F)c2)CC1
→ x, -13.7%, 5.3%, -14.0%, 4.6%, -0.3%, x, 0.9%
Cn1nc(C(=O)Nc2nc3ccccc3[nH]2)ccc1=O
→ -23.0%, -1.3%, -0.5%, 0.7%, 9.4%, 2.2%, 12.6µM*, 10.9%
COc1ccc(C(=S)N(C)C)cc1OC
→ -1.5%, -1.6%, 2.0%, -9.1%[38.3 µM], 1.0%[46.1 µM], 2.2%, 12.8%, 0.0%
COc1ccccc1OCCCOc1ccc([N+](=O)[O-])cc1Cl
→ -5.3%, -8.2%, 0.6%, -18.5%[38.3 µM], -27.7%[46.1 µM], 6.7%, u, 479.0%[activator]
O=C(COc1ccccc1)n1nc(-c2ccc(Cl)cc2)nc1NCc1ccco1
→ 1.8%, 5.3%, -3.6%, 6.1%[38.3 µM], 1.4%[46.1 µM], -0.8%, 15.8µM*, -22.9%
C/C(=N\Nc1cccc2cccnc12)c1ccc(C)cc1
→ -1.2%, i, -21.6%, 9.0%, -20.1%, -1.2%, 15.8µM*, 23.8%
O=C(NCCOc1ccccc1)c1cc2ccccc2o1
→ -3.7%, -10.2%, 4.4%, -31.0%[38.3 µM], -24.0%[46.1 µM], -2.4%, 10µM*, -1.2%
C=CCSc1nc(C)c(CC(=O)OCC(C)C)c(=O)[nH]1
→ -1.3%, 12.1%, -2.7%, -17.6%[38.3 µM], -39.2%[46.1 µM], -0.4%, -3.7%, 5.3%
O=C(O)CCCNC(=O)/C(=C\c1ccc(Cl)cc1)NC(=O)c1ccccc1Br
→ 0.6%, i, 1.6%, -4.1%, 8.1%, 7.0%, -7.0%, -14.2%
COc1ccc(/C=C/C(=O)Nc2cc(C)on2)cc1
→ 0.8%, i, -1.8%, 0.7%, 5.3%, -2.6%, 10µM*, -7.9%
Cc1cccc(C(=O)NCc2ccc(S(N)(=O)=O)cc2)c1[N+](=O)[O-]
→ 2.5%, 0.3%, -0.3%, 2.9%, 10.4%, 0.0%, -3.7%, -13.9%
COc1ccc(S(=O)(=O)NCCc2csc(C)n2)cc1C
→ 1.5%, -8.1%, 0.9%, 4.8%[38.3 µM], 4.9%[46.1 µM], 3.0%, 0.9%, 2.6%
CCCN1C(=O)c2ccccc2NC1c1ccc(OC)c(CSc2ccccn2)c1 (stereo unspecified)
→ 0.6%, -6.5%, u, 2.3%, -18.3%[46.1 µM], 0.0%, -16.9%, 13.0%
O=C(NCCc1ccccc1)C1CCCN(S(=O)(=O)c2cccnc2)C1 (stereo unspecified)
→ -1.7%, -16.0%, 10.2%, 5.0%[38.3 µM], -3.2%[46.1 µM], -2.7%, 24.4%, -2.4%
COc1cc(C(=O)NCC2CCCO2)ccc1OCc1c(C)noc1C (stereo unspecified)
→ -3.0%, -3.2%, 4.2%, -26.1%[38.3 µM], 15.6%[46.1 µM], -1.6%, -14.4%, -6.0%
O=C(CSc1ncn(-c2ccccc2)n1)Nc1nc(-c2ccccc2)cs1
→ 2.0%, -3.3%, -0.3%, -1.8%, -23.3%[46.1 µM], -1.1%, u, 1.8%
O=C(NCCN1CCOCC1)c1ccc(=O)n(Cc2ccc(Cl)cc2)c1
→ -1.1%, -0.9%, 11.1%, -5.3%, 7.8%, -0.8%, 10.7%, -1.9%
Cc1ccc(NC(=O)CSc2n[nH]c(C)c2[N+](=O)[O-])cc1
→ 4.8%, -4.5%, 4.6%, -1.9%, 14.6%, 0.0%, -6.4%[1.84 µM], 13.2%
CCCCOC(=O)NS(=O)(=O)c1sc(CC(C)C)cc1-c1ccc(Cn2c(CC)nc3c(C)cc(C)nc32)cc1
→ -2.4%, u, -5.4%, 11.0%, 12.6µM*, -2.8%, -5.3%, 2.9%
CCOC(=O)N1CCN(C(=O)CSCc2ccccc2)CC1
→ -1.5%, -9.4%, -2.4%, -3.9%, 15.4%, 1.0%, 11.2µM*, 0.8%
CCOC(=O)c1cnn(CCOC(=O)c2ccccc2)c1NC(=O)c1ccccc1
→ -0.6%, 0.0%, 2.1%, 4.0%, 18.1%, 3.0%, 3.6%, -0.3%
